Wnt act = Wnt/beta-catenin pathway activation; Wnt/beta-catenin reporter cell assay, activator, plate reader; activation, % at 9.35 µM; 300,000 compounds, 1.2% hits; AID 743398; in the data active means activation above about 30%, passing the limit was not always enough; inconclusive means no clear call, values can overlap the other calls;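 further: 0% = neutral control wells and 100% = positive control wells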
dFosB activator = mouse delta FosB homodimer activation | activation, % at 25 µM | P13346 | 340,000 compounds, 0.99% hits | purified delta FosB, TAMRA-CDK5 oligo fluorescence polarization; percent of positive-control signal above neutral wells;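 active means mean activation above about 17%, with every replicate also reaching it, limit read from the data, passing the limit was not always enough; inconclusive means only one of the two conditions met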;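 further: fluorescence polarization rise as delta FosB binds a TAMRA Cdk5 AP-1 oligo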
MITF act = MITF TRPM1 promoter activation in melanoma cells. SK-MEL-5 TRPM1-promoter luciferase, 24 h; % of positive control, neutral wells = 0. activation, % at 12.5 µM. 300,000 compounds, 0.75% hits. AID 588334;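 active means mean activation of at least 80% with every replicate also reaching 80%; inconclusive means mean reaches 80% but some replicate falls short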;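 further: 0% = neutral control wells and 100% = parthenolide positive control wells; values of inactives mirror those of a sister screen read the other way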
PvdQ acylase = blocks Pseudomonas aeruginosa PvdQ acylase activity | purified PvdQ acylase, fluorescence plate reader | inhibition, % at 10 µM | 340,000 compounds, 0.063% hits | AID 488965; in the data active means inhibition above about 30%, passing the limit was not always enough; inconclusive means no clear call, values can overlap the other calls;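 further: 0% = vehicle neutral wells and 100% = reference inhibitor wells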
SR-BI DiI-HDL act = enhances SR-BI lipid uptake from DiI-HDL. CHO ldlA[mSR-BI] cells, DiI-HDL uptake fluorescence, 3 h; 100 = double the neutral-control signal. activation, % at 12.5 µM. 320,000 compounds, 0.096% hits. AID 504775;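 active means mean replicate activation of at least 60% and every replicate at or above 60%; inconclusive means mean or all-replicate condition met, but not both; inactive means mean below 60% and not all replicates reaching 60%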;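 further: 0% = median plate neutral-control signal and 100% = twice that signal; values of inactives mirror those of a sister screen read the other way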
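System: CHO ldlA[mSR-BI] cells / Medium: HEPES-buffered (25 mM, pH 7.4) F12 plus 0.5% BSA / Probe or stimulus: labelled HDL, 10 µg/mL / Doses: single compound concentration, delivered by pin transfer / Schedule: 3 h, 37 °C / Measured by: DiI fluorescence, bottom read / Measure: cell-associated DiI fluorescence as measure of HDL uptake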
Rtt109 Vps75 = C. albicans Rtt109 histone acetyltransferase inhibition; Q5AAJ8; purified Rtt109/Vps75, ThioGlo CoA-SH fluorescence, 4 h; inhibition, % at 34.9 µM; 330,000 compounds, 0.16% hits; AID 540336;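 active means inhibition of at least 50% in every replicate; inconclusive means best replicate reaches 50% inhibition but some replicates fall short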
Target sequence (Q5AAJ8 whole entry, looked up): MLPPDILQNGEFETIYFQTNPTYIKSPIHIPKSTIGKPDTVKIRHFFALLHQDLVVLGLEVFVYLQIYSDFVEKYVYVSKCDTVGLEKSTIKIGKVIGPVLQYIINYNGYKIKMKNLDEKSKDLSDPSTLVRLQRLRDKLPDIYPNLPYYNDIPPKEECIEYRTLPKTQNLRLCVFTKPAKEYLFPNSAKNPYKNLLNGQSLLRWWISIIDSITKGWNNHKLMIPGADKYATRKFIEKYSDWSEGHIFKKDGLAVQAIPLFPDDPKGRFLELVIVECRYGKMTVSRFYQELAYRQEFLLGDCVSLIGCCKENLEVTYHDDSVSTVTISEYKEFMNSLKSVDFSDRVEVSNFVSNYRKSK
SR-BI DiI inh = inhibitors of mouse SR-BI mediated HDL lipid uptake | Q61009 | ldlA[mSR-BI] CHO cells, DiI-HDL uptake fluorescence, 3 h | inhibition, % at 12.5 µM | 320,000 compounds, 0.96% hits;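 active means mean replicate inhibition of at least 70% and a set share of replicates each scoring 70 or more; inconclusive means meets just one of the two criteria; inactive means fails both criteria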;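 further: 0% = median of neutral control wells and 100% = median of positive control wells; values of inactives mirror those of a sister screen read the other way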
CDK5 p35 inh = inhibitors of human CDK5/p35 kinase. Q00535+Q15078. Recombinant CDK5/p35, ADP-Glo luminescence, 60 min. inhibition, % at 10 µM. 330,000 compounds, 0.01% hits;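 active means highest replicate inhibition of at least 50% and at least 75% of replicates reaching 50%; inconclusive means only one of the two criteria met; inactive means both criteria failed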;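 further: plate controls were DMSO neutral control for no effect and GW8510 at 10 µM for full effect; many of its hits are not listed in these tables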
Target sequence (Q00535 whole entry, looked up): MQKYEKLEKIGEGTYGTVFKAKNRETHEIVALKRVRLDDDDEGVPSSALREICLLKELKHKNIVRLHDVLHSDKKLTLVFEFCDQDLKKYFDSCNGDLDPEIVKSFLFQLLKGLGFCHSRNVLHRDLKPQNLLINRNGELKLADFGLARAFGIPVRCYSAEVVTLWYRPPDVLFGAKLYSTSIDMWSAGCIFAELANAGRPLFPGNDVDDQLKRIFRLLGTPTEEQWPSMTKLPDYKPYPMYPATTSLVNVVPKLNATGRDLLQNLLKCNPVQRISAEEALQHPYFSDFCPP
Target sequence (Q15078 whole entry, looked up): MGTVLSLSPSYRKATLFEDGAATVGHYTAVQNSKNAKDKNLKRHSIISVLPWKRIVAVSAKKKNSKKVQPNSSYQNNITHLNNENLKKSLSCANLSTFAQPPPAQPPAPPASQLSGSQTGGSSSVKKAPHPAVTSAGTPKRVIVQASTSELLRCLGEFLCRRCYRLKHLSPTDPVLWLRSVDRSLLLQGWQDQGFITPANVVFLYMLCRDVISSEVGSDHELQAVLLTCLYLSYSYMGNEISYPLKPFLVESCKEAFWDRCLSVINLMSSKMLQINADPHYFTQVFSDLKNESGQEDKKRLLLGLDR
RTF Ca sens act = cardiac RTF calcium sensitization; P19429+P45379; IANBD-labeled TnC RTF fluorescence at EC20 calcium; 0% EC20 calcium, 100% full calcium; activation, % at 7.2 µM; 340,000 compounds, 0.24% hits;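 active means activation above the mean over all tested compounds plus 3 SD, cut at about 30% in these data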;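 further: rise in fluorescence read as greater calcium sensitivity of cardiac thin filaments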
HTR5A ag ctr = activates human HTR5A in OPRM1-OPRD1 agonist counter-screen. P47898. HTR5A agonist assay, luminescence, cell-based. activation, % at 9.3 µM. 340,000 compounds, 0.61% hits. AID 504692; in the data active means activation mostly above about 9.5%, no sharp cut-off; inactive means mostly below about 7.6%;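 further: 0% = cells with vehicle only and 100% = reference agonist; strong numbers were not always called active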
The depositor's hits bear a star; ? = inconclusive; . = not tested or not shown.

smiles | Wnt act | dFosB activator | MITF act | PvdQ acylase | SR-BI DiI-HDL act | Rtt109 Vps75 | SR-BI DiI inh | CDK5 p35 inh | RTF Ca sens act | HTR5A ag ctr
CS(=O)(=O)c1sc2nc(-c3ccccc3)cc(-c3ccccc3)c2c1N | -2 | -8 | . | -3 | -39 | -5 | 39 | 0.4 | -11 | 1
Cc1ccccc1N(C(=O)c1snc(C(N)=O)c1N)C(C(=O)NC1CCCC1)c1ccco1 (configuration not stated) | 3 | -3 | 6 | 2 | 19 | -8 | -19 | 0.6 | -2 | 2
Cc1cc(C)n2c(Br)c(CSc3nc4ccccc4o3)nc2n1 | 20 | -19 | 45 | -6 | 14 | -17 | -14 | 0.3 | -2 | 1
CC(OC(=O)c1ccc2c(c1)C(=O)N(Cc1ccncc1)C2=O)C(=O)Nc1cccc(Cl)c1Cl (configuration not stated) | -3 | 3 | -4 | 5 | -12 | 11 | 12 | -0.1 | -1 | 5
Cc1ccc(S(=O)(=O)NCC2CCCO2)cc1[N+](=O)[O-] (configuration not stated) | -5 | -2 | 6 | 16 | -5 | -1 | 5 | -0.1 | 8 | -6
Cn1nc(NC(=O)CC(C)(C)CC(=O)O)c2ccccc21 | 1 | -3 | . | 4 | 13 | 8 | -13 | 1.3 | . | .
CC1CCCN(C(=O)CSc2ncccn2)C1 (configuration not stated) | 1 | 4 | 7 | 1 | . | 1 | . | -1.7 | -2 | 0
CCc1cccc(C)c1NC(=S)N1CCCCC1c1cccnc1 (configuration not stated) | -1 | -1 | 2 | -12 | . | -10 | . | -6.3 | 1 | -3
Cn1nc(OCCOc2ccccc2)ccc1=O | . | -1 | 1 | -11 | -3 | -11 | 3 | -0.8 | 4 | -16
O=C(Nc1ccncc1)c1cccc(S(=O)(=O)N2CCN(c3ccc(F)cc3)CC2)c1 | -8 | -3 | -11 | 4 | -2 | -1 | 2 | 0.4 | 1 | -4
CCCNC(=O)CSc1nc2ccccc2c(=O)n1CCC | -1 | -4 | 0 | 0 | -10 | 7 | 10 | -2.1 | 4 | 4
COc1cc(CN2CCC(C(=O)NC3CCCC3)CC2)ccc1O | . | -4 | . | -4 | ? | -1 | -61 | -0.5 | 0 | 1
COc1ccc(S(=O)(=O)N(CC(=O)NCc2ccco2)c2ccccc2)cc1OC | 0 | -7 | -12 | -10 | 23 | 1 | -23 | -0.3 | 7 | 0
Cc1cnc(NC(=O)CSC(=S)N2CCOCC2)s1 | -1 | 2 | -8 | -16 | 18 | 1 | -18 | -0.4 | 1 | -4
COc1ccccc1N(Cc1ccccc1)S(=O)(=O)c1cccc(C(=O)O)c1 | 0 | -2 | -5 | -14 | 26 | 2 | -26 | -0.4 | -4 | 9
CCN1CCN(CC(O)COC(c2ccccc2)c2ccccc2)CC1 (configuration not stated) | 2 | -2 | 2 | -10 | 8 | -3 | -8 | -0.4 | 2 | 2
NC(=O)Cn1nnc(-c2ccc(C(F)(F)F)cc2)n1 | 3 | 0 | 6 | -20 | 11 | -23 | -11 | -0.4 | 2 | 4
Cc1cc(Cl)c(S(=O)(=O)N2CCSCC2)cc1OCC(N)=O | . | 2 | -2 | 10 | 22 | 9 | -22 | -0.1 | 8 | 1
COC(=O)CCc1n[nH]c(=O)[nH]c1=O | -1 | 2 | 2 | -9 | 21 | -7 | -21 | -3.9 | 0 | 12
CC(=O)c1ccc(NC(=O)C(NC(=O)c2ccccc2)=C(C)C)cc1 | -1 | -5 | 10 | 5 | -3 | -16 | 3 | 0.0 | 5 | -1
COc1ccc(S(=O)(=O)N2CCOCC2)cc1C(=O)Nc1cc(C)on1 | -2 | -8 | -3 | -17 | 20 | 0 | -20 | 0.4 | 2 | 1
N#C/C(=C/c1ccc(Br)o1)C(N)=O | . | 8 | -12 | -6 | 8 | -3 | -8 | 1.4 | 8 | 0
CC1=C(C(=O)Nc2ccccn2)C(c2ccc(N(C)C)cc2)n2ncnc2N1 (configuration not stated) | 6 | 9 | 3 | -8 | 21 | . | -21 | -1.4 | 0 | -3
COCc1cc(C)nc(SCC[N+](C)(C)CC(=O)Nc2cccc(C)c2)c1C#N | -1 | 8 | -7 | -3 | -9 | 7 | 9 | 0.1 | -2 | 6
Cc1cc(C)n(-c2nc3c(c(=O)[nH]c(=O)n3C)n2CC(O)c2ccccc2)n1 (configuration not stated) | -1 | -11 | 1 | -8 | 5 | 8 | -5 | 1.8 | 0 | 2
N#CCCN(Cc1ccccc1)C(=O)c1cccs1 | -3 | 1 | 4 | -7 | -5 | 3 | 5 | 1.0 | 5 | -1
Cc1cccc2cc(/C=N/NC(=O)CN3CCOCC3)c(Cl)nc12 | . | -19 | 14 | -4 | 13 | -10 | -13 | 0.8 | 4 | -6
COC1(OC)N=C(N)C2(C#N)C(c3ccc(F)cc3)C12C#N (configuration not stated) | . | -9 | 11 | 1 | . | -23 | -19 | -3.8 | -2 | 1
O=C(c1ccccc1)C1Oc2ccccc2C2CC(c3cccs3)=NN12 (configuration not stated) | 7 | 7 | -2 | 2 | -1 | 0 | 1 | -0.6 | 0 | -5
Clc1ccccc1-c1nc2ccccc2c2nncn12 | . | -1 | . | -2 | 22 | -5 | -22 | -0.7 | 4 | 2
CCCCOC(=O)c1ccc(NC(=O)C2CCCO2)cc1 (configuration not stated) | 12 | -8 | . | 14 | 4 | 23 | -4 | -1.5 | 6 | 7
CCC/C(C)=N\Nc1nc2c(c(=O)n(C)c(=O)n2C)n1C | 3 | -1 | . | -14 | 5 | 1 | -5 | 1.3 | . | .
CCN1CCN(CCCNC(=O)CNC(=O)c2nn(-c3ccc(OC)cc3OC)c(=O)c3ccccc23)CC1 | -3 | -13 | 4 | -14 | -3 | 0 | 3 | -1.4 | 0 | -1
COc1ccccc1OCCOCCN1CCCC1 | -1 | -4 | . | -17 | 6 | 1 | -6 | -1.3 | -3 | 3
COc1ccc(C(O)P(=O)(O)CCc2ccccc2)cc1 (configuration not stated) | . | -4 | 2 | -13 | 2 | -10 | -2 | 0.0 | -1 | 6
Cc1cccc(NC2=NCC(=O)N2CCc2ccccc2)c1 | 1 | -2 | -7 | -10 | 0 | -4 | 0 | -4.5 | 13 | -1
Nc1ccccc1SCc1ccccc1Cl | 4 | 5 | . | 2 | 4 | 0 | -4 | 0.2 | . | .
CCC(C)N(C(=O)COC(=O)c1[nH]c(C)c(C(C)=O)c1C)C1CCS(=O)(=O)C1 (configuration not stated) | -3 | -8 | . | -16 | -14 | -4 | 14 | 0.4 | -3 | 2
Cc1ccc2c(c1)N(C(=O)CCC(=O)NCCCN1CC(C)CC(C)C1)CCO2 (configuration not stated) | -2 | -12 | -10 | -19 | 32 | 0 | -32 | -1.4 | 9 | 3
O=C(NCCc1c[nH]c2ccccc12)c1ccc([N+](=O)[O-])cc1 | 4 | -2 | 17 | -13 | -2 | 4 | 2 | -1.0 | 3 | -3
CC(C)C(NC(=O)c1cccs1)C(=O)NC1CCCCC1 (configuration not stated) | -1 | -3 | -5 | -12 | 4 | -2 | -4 | 1.2 | -1 | -1
CCOc1ccc(-c2nc(C)sc2CC(=O)O)cc1 | 0 | -4 | 7 | -27 | 7 | 6 | -7 | -0.6 | -7 | 1
Cc1cc(C)n2cc(CSc3nnnn3-c3ccccc3)nc2n1 | 9 | -16 | -7 | -10 | 4 | -12 | -4 | 1.6 | 7 | 4
CC12CCC(=O)N1C(C(=O)OCC(=O)Nc1cccc(S(=O)(=O)N3CCCCCC3)c1)CS2 (configuration not stated) | -2 | -5 | -2 | -5 | 22 | -6 | -22 | 2.8 | -4 | -1
CC(=O)c1cc2c(cc1NC(=O)c1cc(C)nn1-c1ccccc1)OCO2 | -3 | -4 | . | -4 | -13 | 4 | 13 | -0.2 | -2 | -3
COc1ccccc1CNc1nc(C)c(C(C)=O)s1 | 6 | 2 | 30 | -4 | -9 | -7 | 9 | -1.2 | -10 | 4
CCOc1ccc2nc(NCCNC(=O)Nc3cccc(C)c3)c(C#N)cc2c1 | -1 | 9 | . | -3 | -38 | -7 | 38 | -0.6 | 12 | 4
COc1ccc(NC(=O)[C@H](Cc2c[nH]c3ccccc23)NC(=O)[C@@H]2Cc3ccccc3CN2)cc1 | 1 | 0 | . | 6 | 1 | -2 | -1 | 0.6 | 5 | 5
CCS(=O)(=O)c1ccc2oc(Nc3ccc(C(C)(C)C)cc3)nc2c1 | -1 | . | -3 | -3 | -16 | 2 | 16 | -0.4 | -11 | -1
Cc1nnc(SCC(=O)c2ccc(C(C)C)cc2)s1 | 7 | -13 | 23 | 9 | 6 | 11 | -6 | 0.0 | 2 | 2

Carrying on.
smiles | Wnt act | dFosB activator | MITF act | PvdQ acylase | SR-BI DiI-HDL act | Rtt109 Vps75 | SR-BI DiI inh | CDK5 p35 inh | RTF Ca sens act | HTR5A ag ctr
CC1=C(C)CC2C(C1)C(=O)c1ccc(Br)cc1S2(=O)=O (configuration not stated) | -3 | 1 | 14 | -16 | 15 | -4 | -15 | -1.0 | 2 | 5
COc1ccc(C)cc1NC(=O)C(OC(=O)C1CC1)c1ccccc1 (configuration not stated) | 1 | -8 | -12 | -17 | -3 | 1 | 3 | -2.9 | 3 | 4
O=C(COC(=O)[C@H](Cc1ccccc1)NC(=O)c1cccs1)Nc1cc(F)ccc1F | -2 | -10 | -4 | -11 | 3 | 0 | -3 | -4.0 | -3 | 1
O=C(NCc1ccco1)c1ccccc1-c1ccccc1 | -8 | -4 | 1 | -10 | 21 | 1 | -21 | -0.7 | 1 | 5
CC(=O)Nc1ccc2c(COC(=O)CC3Sc4ccccc4NC3=O)cc(=O)oc2c1 (configuration not stated) | 5 | -14 | 12 | -11 | -16 | -4 | 16 | -1.1 | -4 | -5
Cc1ccccc1CN1CCN(S(=O)(=O)c2cccs2)CC1 | 0 | -5 | 18 | -14 | 13 | -2 | -13 | -0.5 | 7 | -3
CCCOC(=O)c1ccc(Oc2cn[nH]c2-c2ccc(OC)cc2O)cc1 | . | -5 | -14 | -9 | -18 | 0 | 18 | 0.8 | -4 | 11
Cc1nn(Cc2ccc(Cl)cc2)c(C)c1NC(=O)c1noc2c1CCCCC2 | -2 | -22 | -13 | -14 | -34 | -4 | 34 | 2.1 | 6 | 2
O=C(C(=NNc1ccccc1)c1ccccc1)c1ccccc1 | -5 | -5 | -13 | -3 | -31 | -1 | 31 | 0.3 | -2 | -2

Bioassay records deposited in PubChem BioAssay by several laboratories.
